E coli Lon inh: inhibitors of E. coli Lon protease, primary screen, biochemical, fluorescence polarization. P0A9M0. purified E. coli Lon protease. inhibition, % at 7.94 µM. 360,000 tested, 0.42% active; in the data active = inhibition above about 13%, passing the limit was not always enough;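 note: 0% = enzyme with probe and DMSO and 100% = no enzyme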
Target sequence (P0A9M0 whole entry, looked up): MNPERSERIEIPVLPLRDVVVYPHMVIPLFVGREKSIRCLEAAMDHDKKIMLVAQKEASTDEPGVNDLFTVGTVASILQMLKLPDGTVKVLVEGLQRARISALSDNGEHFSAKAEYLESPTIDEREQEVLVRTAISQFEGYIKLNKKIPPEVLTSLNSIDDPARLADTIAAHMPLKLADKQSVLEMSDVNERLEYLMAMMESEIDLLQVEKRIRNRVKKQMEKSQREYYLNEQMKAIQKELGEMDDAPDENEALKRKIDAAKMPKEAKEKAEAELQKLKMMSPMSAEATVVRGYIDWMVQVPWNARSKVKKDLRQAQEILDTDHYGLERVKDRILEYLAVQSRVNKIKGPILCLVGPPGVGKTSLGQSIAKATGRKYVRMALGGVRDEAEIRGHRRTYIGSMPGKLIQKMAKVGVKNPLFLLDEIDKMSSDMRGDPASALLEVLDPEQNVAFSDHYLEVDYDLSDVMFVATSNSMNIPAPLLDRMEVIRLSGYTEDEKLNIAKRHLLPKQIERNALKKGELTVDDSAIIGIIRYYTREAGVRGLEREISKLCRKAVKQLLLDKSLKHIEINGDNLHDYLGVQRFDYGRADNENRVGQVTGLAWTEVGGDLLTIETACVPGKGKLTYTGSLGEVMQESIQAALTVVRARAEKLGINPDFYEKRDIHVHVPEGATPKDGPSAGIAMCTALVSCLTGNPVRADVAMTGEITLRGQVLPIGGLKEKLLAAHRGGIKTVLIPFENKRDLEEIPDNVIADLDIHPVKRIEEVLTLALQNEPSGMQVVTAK
MsrA inh: bovine MsrA enzyme inhibitors, primary screen, biochemical, absorbance, HTS; inhibition, % at 15.5 µM; Methionine sulfoxide reductase A (Bos taurus); 360,000 tested, 0.75% active; AID 651718, 2012; purified bovine MsrA, absorbance read-out; in the data active = inhibition above about 4.5%;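 note: 0% = vehicle wells with enzyme and 100% = reference inhibitor wells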
MsrA act: bovine MsrA enzyme activators, primary screen, biochemical, absorbance, HTS | purified bovine MsrA, absorbance read-out | Methionine sulfoxide reductase A (Bos taurus) | AID 602163, 2012 | activation, % at 10.6 µM | 360,000 tested, 0.3% active; in the data active = activation above about 7.5%;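 note: 0% = vehicle and 100% = reference activator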
Scp1 inh: Scp-1 phosphatase inhibitors, primary screen, biochemical, colorimetric, uHTS. Carboxy-terminal domain RNA polymerase II polypeptide A small phosphatase 1 (Homo …. Recombinant Scp1, phosphopeptide, malachite green phosphate absorbance. inhibition, % at 20 µM. 340,000 tested, 0.88% active. AID 493091, 2011;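 active = inhibition above about 50% at 20 µM, limit read from the data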;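 note: plate controls were DMSO wells with enzyme for no effect and wells lacking enzyme for full effect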
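Test system – truncated SCP-1 phosphatase (76-261aa) · Reagent – Phosphorylated 17-residue peptide substrate · Incubation – 45 min room-temperature reaction, 5 min colour, 30 min stabiliser · Detection – colorimetric phosphate reagent with accelerator and stabiliser, absorbance at 630 nm · Measure – % inhibition at 20 µM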
DNMT1 inh: human DNMT1 methyltransferase inhibitors, primary screen, biochemical, molecular beacon, fluorescence, HinP1I cleavage, uHTS. inhibition (reported as % activation of signal), % at 10 µM. 360,000 tested, 0.83% active. AID 588458, 2011; in the data active = inhibition above about 50%
CendR NRP1 mod: modulators of CendR peptide binding to NRP-1, primary screen, biochemical, fluorescence polarization, uHTS; Neuropilin-1 (Homo sapiens), O14786; inhibition, % at 25 µM; 360,000 tested, 0.85% active; AID 602438, 2012; FAM-RPARPAR peptide binding to NRP-1;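 active = inhibition or corrected inhibition above about 18%, plus a signal ratio from 0.5 to 1.5, limit read from the data, passing the limit was not always enough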; note: strong numbers were not always called active
SUMO1-SIM PPI: modulators of SUMO1 protein-protein interactions, primary screen, biochemical, uHTS | AID 602429, 2012 | 360,000 tested, 0.33% active | SUMO1 binding to a labelled peptide, TR-FRET, 1 h | Small ubiquitin-related modifier 1 (Homo sapiens), P63165 | inhibition, % at 20 µM; in the data active = inhibition above about 37%
STEP inh: STEP phosphatase inhibitors, primary screen, biochemical, fluorescence intensity, uHTS. recombinant STEP, OMFP fluorogenic substrate. inhibition, % at 20 µM. 360,000 tested, 0.25% active. AID 588621, 2011;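 active = inhibition at 20 µM, scaled per plate between control wells, above about 37%, limit read from the data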;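 note: 0% = DMSO with enzyme and substrate and 100% = substrate only without enzyme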
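System: STEP (striatal-enriched tyrosine phosphatase) enzyme, cell-free; medium: Bis-Tris pH 6.0 buffer with DTT, detergent; dosing: 20 µM, 1% DMSO; times: reaction 20 min, ambient temperature; detection: fluorescence, 480/540 nm; read-out basis: normalized % inhibition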
TbMetRS inhib: T. brucei MetRS inhibitors, primary screen, biochemical, luminescence; methionyl-tRNA synthetase (Trypanosoma brucei brucei); purified T. brucei MetRS, ATP depletion, Kinase-Glo luminescence; inhibition, % at 11.9 µM; 360,000 tested, 0.4% active;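 active = inhibition above a per-plate cutoff of the control wells' mean inhibition plus 3 SD, cut at about 5.5% in these data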;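 note: 0% = DMSO wells median and 100% = median of wells with control inhibitor compound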
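System: purified T. brucei MetRS enzyme / Detection: Kinase-Glo luciferase luminescence reporting remaining unconsumed ATP / Medium: HEPES buffer with MgCl2, KCl, DTT, spermine, BSA, pyrophosphatase / Replication: singlicate, one well per compound / Evaluation: percent inhibition relative to median high and low control wells / Schedule: 2 h aminoacylation at 25 °C after 15 min preincubation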
LMPTP block: LMPTP phosphatase inhibitors, primary screen, biochemical, fluorescence intensity, uHTS; Low molecular weight phosphotyrosine protein phosphatase (Homo sapiens), P24666; recombinant LMPTP-A, OMFP fluorogenic substrate; inhibition, % at 20 µM; 360,000 tested, 0.22% active;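 active = compounds that cut the enzyme signal by at least half of the control window in the single-dose screen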;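 note: plate controls were DMSO wells with enzyme plus substrate for no effect and substrate without enzyme for full effect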
Target sequence (P24666 whole entry, looked up): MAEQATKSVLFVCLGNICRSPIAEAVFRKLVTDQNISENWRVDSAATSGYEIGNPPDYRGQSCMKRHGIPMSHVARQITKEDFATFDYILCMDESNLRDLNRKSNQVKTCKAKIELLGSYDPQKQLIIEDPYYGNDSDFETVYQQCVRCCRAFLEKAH
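Test system – LMPTP-A enzyme · Amount – LMPTP-A at 0.625 nM final in the reaction · Buffer or medium – Bis-Tris pH 6.0, DTT, detergent · Reagent – OMFP 400 µM · Doses – single 20 µM dose · Schedule – reaction 50 min, room temperature, dark · Detection – fluorescence intensity of OMFP turnover product · Evaluation – percent inhibition versus substrate-only and uninhibited controls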
* marks the source's active call; other numbers are inactive results; / = no result given.

The line under a structure holds: CendR NRP1 mod, TbMetRS inhib, Scp1 inh, MsrA inh, LMPTP block, E coli Lon inh, SUMO1-SIM PPI, STEP inh, MsrA act, DNMT1 inh
Cn1c(=O)cc(OCCCC(=O)N2CCN(c3ccccn3)CC2)c2ccccc21
→ 0, -0.7, -6, 0.3, 0.0, -6, 6, 1, -2, -2
O=C1C=C(Nc2ccc(O)cc2)CC(c2ccco2)C1 (stereo unspecified)
→ 3, 0.2, -1, 1.7, -0.2, 7, 0, -1, -3, -8
COc1ccccc1C(=O)N/C(=C/c1ccccc1)C(=O)Nc1ccc(C(=O)O)cc1
→ 0, -0.5, -3, 0.6, 0.5, -2, -5, 1, -1, -1
N#Cc1c(-c2ccc(F)cc2)nc2n(c1=O)CCS2
→ 4, -0.2, 0, 0.3, -1.8, -10, -8, -3, -2, -1
Cc1nn(C(C)C(=O)NCCc2ccco2)c(=O)c2nn(-c3ccccc3)c(C)c12 (stereo unspecified)
→ 6, -0.2, -4, 0.9, -1.5, -17, -1, -2, -2, 1
COc1ccnc(N2CCN(c3ccc(Cl)cc3)CC2)c1C#N
→ 10, 0.3, -6, 0.4, 1.6, -2, 0, -2, -2, 0
Cc1ccc(C(=O)N(CCCN(C)C)c2nc3ccc(Cl)cc3s2)cc1C
→ 4, -0.3, 1, -0.6, 0.2, 6, -15, -1, 0, 2
CCOC(=O)Cc1c(C)c2c(C)nn(-c3ccccc3)c2oc1=O
→ 0, -1.3, 9, 1.6, 1.1, -18, 5, 1, -5, -5
O=C(N=c1ccn(-c2nc3ccccc3nc2NS(=O)(=O)c2ccc(Cl)cc2)cc1)c1cccs1
→ -34, -0.1, 4, -0.9, 5.3, 3, -75, 0, -3, 39
O=C(CN1C(=O)NC2(CCCC2)C1=O)Nc1cccc(Cl)c1Cl
→ -2, -0.5, -5, 0.5, -0.3, -5, -2, -2, -1, 0
Cc1ccc(NC(NC(=O)c2cccnc2)C(Cl)(Cl)Cl)cc1 (stereo unspecified)
→ -4, 0.5, -12, 0.2, -0.1, 7, 2, 1, -3, 5
COc1ccc(N(CC(=O)NCCc2ccc(OC)c(OC)c2)S(=O)(=O)c2c(C)noc2C)cc1
→ 8, 0.1, -8, 0.2, 0.0, -3, 3, 0, -4, 1
O=C(c1ccc(S(=O)(=O)N2CCCC2)cc1)N1CCN(c2ccccc2)CC1
→ -2, -0.4, -5, 1.3, -0.5, 2, 2, 0, -1, 2
O=C(C(Cc1ccccc1)N1C(=O)C2C3CCC(C3)C2C1=O)N1CCCCC1 (stereo unspecified)
→ 4, 0.1, -4, 0.0, 0.0, -14, 1, 1, -9, -1
CCCOC1CCCN(Cc2nc(-c3ccc(C(=O)OC)cc3)no2)C1 (stereo unspecified)
→ 6, -1.4, -7, 0.9, -0.8, -1, -5, 0, -7, 0
COc1ccc(-c2nc(C#N)c(N3CCCCC3)o2)cc1
→ 9, -0.6, -9, 0.0, 2.4, -1, 6, 0, -3, -4
C=CCNC(=O)C(=O)NCCCN1CCOCC1
→ 2, 2.7, -5, -0.1, -1.8, 4, 13, 2, 0, 1
O=C(Nc1nnc(-c2cccnc2)o1)c1cccc(Cl)c1
→ 3, 0.1, 6, 1.6, 0.1, -2, 4, 0, 1, 1
COc1cccc(C(=O)N(Cc2ccccc2)Cc2cc3cc4c(cc3[nH]c2=O)OCCO4)c1
→ -4, -0.3, -1, 1.3, 0.5, 1, -1, 4, -3, -3
CC(=O)Nc1cccc(-c2ccnc3c2CC(C(=O)NCCc2ccccc2)O3)c1 (stereo unspecified)
→ -10, -0.3, /, 1.0, -0.5, -3, 1, -3, -1, 5
O=C(c1ccc(=O)[nH]c1)N(Cc1cccs1)C1(C(=O)NC2CCCC2)CCCCC1
→ -9, 0.9, -4, -0.3, -2.2, -5, 2, 1, -4, 1
C=CCNC(=S)NNC(=O)c1ccc(C)c(Cl)c1
→ -4, 0.1, -17, 1.3, -0.2, -14, 3, 3, -2, 2
COc1ccc(CNC(=O)COC(=O)c2c(C)nn(-c3ccccc3)c2C)cc1OC
→ -6, -0.3, -8, 1.0, -0.2, -1, 3, 1, -2, 2
CCOC(=O)N1CCN(C(=O)c2cccn3c(=O)c4sccc4nc23)CC1
→ -7, 0.2, -14, 5.7*, -2.7, 3, -17, 4, -1, 0
Cc1nc2sc3c(c2c(=O)o1)CC(C)(C)OC3
→ -1, -1.3, -5, 1.1, -1.0, -4, -1, 5, -4, 0
O=C(NC(=S)Nn1cnnc1)c1ccccc1
→ 4, 0.0, -8, -1.5, 2.6, -6, -1, 3, 0, 4
CC1Cc2ccccc2N1C(=O)CSc1nc2ccccc2o1 (stereo unspecified)
→ -1, -0.8, -21, -0.5, 1.1, -8, 3, -4, -12, -2
Cc1cc(C)c2nc(-c3ccccn3)cc(C(=O)n3cccn3)c2c1
→ -6, -0.6, -3, 1.2, -0.1, 0, -5, -2, 1, -1
CC(C)S(=O)(=O)c1ccc(C(=O)Nc2ccc(F)cc2F)cn1
→ -3, 0.3, -5, 0.7, -0.1, 6, 0, 1, -2, -3
CC1(C)Oc2cc(N)c([N+](=O)[O-])cc2O1
→ -4, 3.2, -2, 0.2, 2.9, -9, -36, 2, -11, -1
O=C(CN1CCN(CC(=O)Nc2cccc(F)c2)CC1)NCC1(N2CCOCC2)CCCCC1
→ -3, -0.6, 1, -0.5, -0.3, -4, -1, -3, -11, 5
C[C@]12c3[nH]c4ccccc4c3CCN1C(=O)C(CC(=O)NCC13CC4CC(CC(C4)C1)C3)C[C@@H]2C(=O)N1CCOCC1 (stereo partly specified)
→ -7, -2.4, 7, 0.1, -1.3, 1, 0, -2, -4, 1
O=C(N/N=C1/CCSC1)c1cc(Br)ccc1O
→ -20, 2.5, -9, 0.9, 0.0, 3, 36, -2, -2, -8
Fc1ccccc1C1c2[nH]c3ccccc3c2CCN1Cc1cccn1-c1ncccn1 (stereo unspecified)
→ 4, -0.6, 3, 0.1, 1.1, 1, -2, 3, -9, -8
Cc1cc(NC(=O)c2ccccc2Cl)c(C(C)C)cc1O
→ 3, 0.0, -2, -0.3, 1.1, 5, -1, 0, -1, 1
O=S(=O)(Nc1n[nH]c(C(F)(F)F)n1)c1ccccc1
→ 0, -0.2, -14, -0.6, -0.3, -7, -2, -2, -2, 0
N#CC(CCc1ccccn1)c1ccccc1 (stereo unspecified)
→ 4, -0.4, -1, 1.6, -0.1, 0, 0, -3, -7, -2
CC(C)C[C@@H](CN)NC(=O)c1nc[nH]c1C(=O)N[C@@H](Cc1c[nH]c2ccccc12)C(=O)CNC[C@H](C)NC(=O)c1nc[nH]c1C(=O)N[C@@H](C)C(=O)O
→ -6, 0.2, -8, 0.7, -3.0, 5, 5, 0, -2, 9
COc1ccc(S(=O)(=O)N2CCCOC2CNC(=O)C(=O)NCc2ccccc2F)cc1C (stereo unspecified)
→ -6, -0.7, -2, -0.5, 1.4, -22, 3, -1, -1, -1
COc1ccc(/C=C(\NC(=O)c2ccco2)C(=O)N2CCOCC2)cc1
→ 6, -0.4, 4, 0.8, -1.5, 2, 6, 0, -7, 1
Cc1cc(Br)ccc1SCC(=O)OCC(O)=C(C#N)c1nc2ccccc2[nH]1
→ -71, -0.2, -8, 0.6, 0.3, -15, -7, 2, 0, 13
O=C(C1CCCN(S(=O)(=O)c2cnc[nH]2)C1)N1CCN(Cc2ccccc2)CC1 (stereo unspecified)
→ 4, 0.0, -6, /, -1.8, 5, 2, 1, -1, 0
CCN(CC)S(=O)(=O)c1ccc(N/N=C(\C)c2cccnc2)nc1
→ 5, -0.4, -7, 3.6, -1.5, -11, 9, 1, -1, 0
Nc1nc2ccc(C(=O)NC3CCCCC3)cc2s1
→ 18, -0.4, -6, 0.2, 0.5, 1, -3, -2, 0, 0
O=C(CN1CCN(c2ccccc2)CC1)Nc1c(C(=O)C2CC2)oc2ccccc12
→ -6, 1.0, -13, -0.2, 3.5, -13, -1, 3, 0, -7
Cc1cc(C)c(S(=O)(=O)N2CCOC2CNC(=O)C(=O)NCCCn2ccnc2)c(C)c1 (stereo unspecified)
→ 4, -0.5, -16, 1.0, 5.8, 3, -4, -2, -2, 0

Structures from the list above containing a thiophene ring, fused or not:
The line under a structure holds: CendR NRP1 mod, TbMetRS inhib, Scp1 inh, MsrA inh, LMPTP block, E coli Lon inh, SUMO1-SIM PPI, STEP inh, MsrA act, DNMT1 inh
O=C(N=c1ccn(-c2nc3ccccc3nc2NS(=O)(=O)c2ccc(Cl)cc2)cc1)c1cccs1
→ -34, -0.1, 4, -0.9, 5.3, 3, -75, 0, -3, 39
O=C(c1ccc(=O)[nH]c1)N(Cc1cccs1)C1(C(=O)NC2CCCC2)CCCCC1
→ -9, 0.9, -4, -0.3, -2.2, -5, 2, 1, -4, 1
CCOC(=O)N1CCN(C(=O)c2cccn3c(=O)c4sccc4nc23)CC1
→ -7, 0.2, -14, 5.7*, -2.7, 3, -17, 4, -1, 0
Cc1nc2sc3c(c2c(=O)o1)CC(C)(C)OC3
→ -1, -1.3, -5, 1.1, -1.0, -4, -1, 5, -4, 0

Assay outcomes from PubChem BioAssay.
